Bioassay records from PubChem.
LRH-1 inv ag: suppresses constitutive activity of human LRH-1; O00482; HEK293T StAR-luciferase reporter, LRH-1 transfected, 24 h; inhibition, % at 3.6 µM; 360,000 tested, 0.13% active; AID 602396;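 active means inhibition above the mean inhibition of all tested compounds plus 3 SD, cut at about 73% in these data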;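 further: 0% = DMSO wells and 100% = reporter-only cells lacking LRH-1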
SRC1 inh: inhibits human SRC1 coactivator; Q15788; HEK293 GAL4-SRC1 luciferase reporter, luminescence; 360,000 tested, 0.12% active; inhibition, % at 3.6 µM;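 active means inhibition above the campaign mean plus 3 SD, with each screening campaign given its own cutoff, cut at about 60% in these data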;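 further: 0% = DMSO treated cells and 100% = gossypol at 36 µM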
CF NFkB inh: blocks PAF-induced NF-kB reporter in cystic fibrosis cells; KKLEB NF-kB-GFP reporter, GFP fluorescence overnight; inhibition, % at 5 µM; 360,000 tested, 0.86% active; AID 588850;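 active means at least 50% inhibition at 5 µM, scaled per plate between neutral and stimulator controls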;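 further: PAF is a Pseudomonas aeruginosa culture filtrate used as stimulus; plate controls were PAF-stimulated DMSO wells for no effect and unstimulated DMSO wells for full effect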
KKLEB cytotox: CF airway cell cytotoxicity counter-screen; KKLEB CF airway cells viability, ATPlite luminescence, overnight; hits give low values; cells stimulated with P. aeruginosa culture filtrate; activity change (cytotoxicity), % at 5 µM; 360,000 tested, 0.36% active; AID 602141;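 active means corrected activity change at or below -50% at 5 µM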
TROY NFkB inh: blocks TROY-dependent signaling in reporter cells | inhibition, % at 10 µM | 360,000 tested, 0.98% active | Q293 LMP1-TROYcd NF-kB luciferase reporter, 4 h | AID 1347056;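 active means compounds whose plate-normalised and pattern-corrected inhibition of the luciferase reporter signal at the single screening dose is 50% or more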
C8 TRAIL sens: sensitizes caspase-8 expressing cells to TRAIL; AID 624354; 360,000 tested, 1% active; NB7+C8 cells + TRAIL, ATPlite viability luminescence; inhibition (viability loss, TRAIL sensitization), % at 10 µM;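 active means compounds causing at least 50% loss of cell viability in the single-dose screen, relative to plate controls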
COUP-TFII inh: inhibitors of human COUP-TFII (NR2F2); HEK293T NGFI-A luciferase reporter, luminescence; 370,000 tested, 0.7% active; inhibition, % at 8.6 µM; AID 686940;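 active means inhibition above a per-plate cutoff, mean inhibition of test wells between control levels plus 3 SD, cut at about 38% in these data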;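 further: cells cotransfected with COUP-TFII expression vector driving the NGFI-A reporter; 0% = median of COUP-TF2 test wells and 100% = reporter-only cells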
Target sequence (P24468 whole entry, looked up): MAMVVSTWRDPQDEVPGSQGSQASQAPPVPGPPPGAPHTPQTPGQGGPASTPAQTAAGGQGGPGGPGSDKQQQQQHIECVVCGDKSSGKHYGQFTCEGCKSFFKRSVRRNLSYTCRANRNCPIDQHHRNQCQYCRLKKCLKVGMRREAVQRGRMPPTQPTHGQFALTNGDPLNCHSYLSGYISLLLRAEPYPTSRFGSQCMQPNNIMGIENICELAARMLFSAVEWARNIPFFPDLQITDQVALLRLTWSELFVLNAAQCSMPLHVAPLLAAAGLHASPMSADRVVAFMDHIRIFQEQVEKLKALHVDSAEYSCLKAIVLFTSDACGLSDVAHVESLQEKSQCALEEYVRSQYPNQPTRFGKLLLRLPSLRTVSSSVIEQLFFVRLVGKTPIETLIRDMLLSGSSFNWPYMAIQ
Shn3 inh set2: inhibitors of Schnurri-3 3'UTR reporter in osteoblasts; Clone20 osteoblast Shn3 3'UTR firefly luciferase, 24 h; inhibition, % at 12.5 µM; 360,000 tested, 0.52% active;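 active means mean inhibition of at least 75% with every replicate also reaching 75%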;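 further: 0% = median of neutral control wells and 100% = pilot-screen positive control compound; some compounds past the cut are filed as inactive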
LMP1 NFkB inh: inhibitors of Epstein-Barr LMP1-induced NF-kappaB reporter; LMP1-induced NF-kappaB luciferase reporter cells, luminescence; inhibition, % at 12.5 µM; 350,000 tested, 0.69% active; AID 504558; in the data active means inhibition above about 41%;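 further: 0% = neutral control wells and 100% = reference inhibitor control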
SRC3 inh: inhibitors of human steroid receptor coactivator 3 (SRC3). HEK293 GAL4-SRC3 luciferase reporter, luminescence. inhibition, % at 3.6 µM. 360,000 tested, 0.17% active. AID 588352;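 active means inhibition above a per-campaign cutoff, the mean of all compounds plus 3 SD, cut at about 60% in these data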;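 further: 0% = DMSO-treated cells and 100% = gossypol-treated cells at 36 µM; higher means less SRC3-driven luciferase light from the GAL4 reporter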
TWEAK-Fn14 inh: inhibitors of TWEAK-Fn14 interaction signaling; TWEAK-stimulated Fn14 reporter cells, luciferase luminescence, 8 h; inhibition, % at 10 µM; 360,000 tested, 2% active; AID 1159606; in the data active means inhibition above about 50%
* hit, by the source's call; . = not tested or not shown. The list is partial, so the mix of outcomes need not match the whole.

SMILES	LRH-1 inv ag	SRC1 inh	CF NFkB inh	KKLEB cytotox	TROY NFkB inh	C8 TRAIL sens	COUP-TFII inh	Shn3 inh set2	LMP1 NFkB inh	SRC3 inh	TWEAK-Fn14 inh
CC1CCN(C2=NC(=O)/C(=C/c3cccc(O)c3)S2)CC1	-19.6	-19.8	-0.3	3.7	25.3	-4.5	-8.0	-18.2	-2.8	-16.5	-7.2
CC(=O)c1cccc(CN2CCC(n3nccc3NC(=O)c3ccc4c(c3)OCO4)CC2)c1	5.2	-19.4	10.3	-11.5	-6.1	-1.5	-3.2	18.0	1.1	12.1	-2.9
COc1cc2cc(CN(Cc3cccnc3)C(=O)Nc3ccccc3F)c(=O)[nH]c2cc1OC	-0.2	9.6	-46.5	-1.1	1.4	-8.0	-16.8	4.5	-4.9	9.2	1.6
CCc1nc(C)cn1S(=O)(=O)c1cc(Br)ccc1OC	-8.7	2.3	-7.2	7.3	-0.9	-5.5	15.0	-13.9	16.5	4.9	6.5
Cc1ccc2nc(C(F)(F)F)c(C#N)c(N)c2c1	24.6	37.8	83.2*	-11.8	53.2*	3.1	34.0	-22.0	-32.6	35.6	64.4*
COCCNC(=O)C(=O)Nc1cccc(Br)c1	-24.6	-27.5	0.3	-8.0	-40.2	14.6	-15.9	-7.5	-8.5	-19.1	-7.0
CCCc1nc2ccccc2c(=O)n1CCc1ccccc1	-33.9	5.5	4.0	-11.2	11.4	4.8	17.2	-59.9	3.7	-2.4	18.1
CN(c1ccccc1)S(=O)(=O)c1ccc(NC(=O)c2nc(S(C)(=O)=O)ncc2Cl)cc1	-1.6	-25.7	107.8*	-28.8	71.0*	93.1*	-1.1	98.5*	-3.4	-20.1	93.2*
Cc1ccc(CNC(=O)C(=O)NCCCn2ccnc2)cc1	9.7	2.4	-2.4	4.2	5.4	5.0	-16.9	4.7	-2.7	16.2	5.9
COc1ccc(Nc2nc3ccccc3n3cnnc23)cc1Cl	-1.5	-14.7	-26.5	-0.6	10.9	-8.1	-0.6	-56.3	3.9	-16.1	30.0
Cc1ccc2c(c1)Oc1ccccc1C=C2C(=O)O	5.6	-4.0	-0.1	-4.4	5.4	-8.7	5.0	-1.5	-7.6	2.7	2.0
COc1ccc(CNC(=O)OCCN2CCN(S(=O)(=O)c3ccc(C)cc3)CCC2=O)cc1	4.5	13.3	8.3	-13.3	11.8	-11.1	5.8	10.0	3.5	1.0	-5.9
CCOC(=O)[C@]12CCCC=C1N(Cc1ccco1)C(=O)[C@H](CC(=O)N1CCCCC1)C2	-6.7	.	.	.	-7.6	0.4	-1.3	.	.	.	-0.2
Cc1cccc(C)c1NC(=O)CSc1nnc([C@@H]2CCCN2C(=O)OC(C)(C)C)o1	4.2	-4.1	5.5	-1.4	5.9	-0.3	-25.3	1.6	-1.6	-14.8	-1.6
Cc1ccc(C(=O)N2CCN(Cc3ccccc3)CC2)cc1S(=O)(=O)N1CCOCC1	12.7	7.5	5.3	-8.7	5.7	14.7	-8.2	5.8	-4.2	-13.0	10.5
Cc1ccc(S(=O)(=O)N/N=C/c2cccc3c2OCCO3)cc1	18.0	8.7	1.3	2.1	8.5	5.4	-14.6	-4.9	9.6	7.2	-2.6
COC(=O)c1ccc(-n2nnnc2SCc2nn[nH]n2)cc1	-0.4	-31.8	-18.8	0.4	3.5	-9.3	5.1	2.9	2.0	11.2	3.8
CCC(C(=O)NC(C)(C)C)N(C(=O)Cn1nnc(-c2cccs2)n1)c1cnc2ccccc2c1 (stereo unspecified)	23.4	9.6	6.5	-5.5	8.0	5.8	19.6	2.7	-0.3	-8.3	20.7
O=C(NCc1ccc2c(c1)OCO2)c1cc(-c2ccccc2)on1	6.8	6.6	11.9	-2.9	-31.3	-1.4	26.8	21.7	-0.8	6.7	-19.3
O=C1c2cccc3c2C2(O)c4c1cccc4C(=O)c1cccc(c12)C3=O	-3.4	-19.8	-0.7	2.4	8.4	5.4	-10.4	-33.3	13.1	11.3	14.5

Entries of single compounds, quoted from the list:
CC(=O)c1cccc(CN2CCC(n3nccc3NC(=O)c3ccc4c(c3)OCO4)CC2)c1 reads LRH-1 inv ag = 5.2; SRC1 inh = -19.4; CF NFkB inh = 10.3; KKLEB cytotox = -11.5; TROY NFkB inh = -6.1; C8 TRAIL sens = -1.5; COUP-TFII inh = -3.2; Shn3 inh set2 = 18.0; LMP1 NFkB inh = 1.1; SRC3 inh = 12.1; TWEAK-Fn14 inh = -2.9
O=C1c2cccc3c2C2(O)c4c1cccc4C(=O)c1cccc(c12)C3=O reads LRH-1 inv ag = -3.4; SRC1 inh = -19.8; CF NFkB inh = -0.7; KKLEB cytotox = 2.4; TROY NFkB inh = 8.4; C8 TRAIL sens = 5.4; COUP-TFII inh = -10.4; Shn3 inh set2 = -33.3; LMP1 NFkB inh = 13.1; SRC3 inh = 11.3; TWEAK-Fn14 inh = 14.5

Other structures:
SMILES	LRH-1 inv ag	SRC1 inh	CF NFkB inh	KKLEB cytotox	TROY NFkB inh	C8 TRAIL sens	COUP-TFII inh	Shn3 inh set2	LMP1 NFkB inh	SRC3 inh	TWEAK-Fn14 inh
Cc1cccc(-n2cnc(C(=O)N3CCN(C)CC3)c2)n1	-6.3	-21.5	-8.5	-1.8	2.8	35.3	7.6	2.4	12.1	-28.9	-6.3
O=C(/C=C/c1ccco1)Oc1cccc2cccnc12	-6.9	-11.2	-16.1	-5.4	-1.6	-1.5	-13.3	20.0	-7.0	20.9	-10.7
Cc1ccc(CSCC(=O)N(C)CC(=O)Nc2ccc(C)cc2)cc1	6.2	-2.3	-11.2	4.4	-8.3	5.7	-1.5	10.9	-1.6	3.1	-11.3
O=NN1CCN(c2ccncc2S(=O)(=O)N2CCCCC2)CC1	-7.2	10.9	-12.4	9.5	-4.8	-1.6	-0.7	4.8	7.6	-2.1	13.6

Rewritten with each value named: part of the list above.
> O=C(/C=C/c1ccco1)Oc1cccc2cccnc12
  LRH-1 inv ag = -6.9
  SRC1 inh = -11.2
  CF NFkB inh = -16.1
  KKLEB cytotox = -5.4
  TROY NFkB inh = -1.6
  C8 TRAIL sens = -1.5
  COUP-TFII inh = -13.3
  Shn3 inh set2 = 20.0
  LMP1 NFkB inh = -7.0
  SRC3 inh = 20.9
  TWEAK-Fn14 inh = -10.7

> Cc1ccc(CSCC(=O)N(C)CC(=O)Nc2ccc(C)cc2)cc1
  LRH-1 inv ag = 6.2
  SRC1 inh = -2.3
  CF NFkB inh = -11.2
  KKLEB cytotox = 4.4
  TROY NFkB inh = -8.3
  C8 TRAIL sens = 5.7
  COUP-TFII inh = -1.5
  Shn3 inh set2 = 10.9
  LMP1 NFkB inh = -1.6
  SRC3 inh = 3.1
  TWEAK-Fn14 inh = -11.3
